Screens deposited in PubChem by several laboratories.
Ins promoter up – MIN6 insulin promoter up-regulation; AID 1625; actives 0.3% (n = 190,000); MIN6 insulin promoter-GFP reporter, high-content imaging; active compounds read high; z-score at 5 µM;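 active = z-score above 3 at 5 µM with at least 500 cells counted in the well; inconclusive = wells under 500 cells, flagged as cytotoxic or low count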
MT stabilize HCS – microtubule stabilizers in HeLa cells; HeLa tubulin immunostaining HCS, 24 h; share of cells brighter than vehicle mean+2SD; % tubulin-high responders, % at 10 µM; actives 0.83% (n = 200,000);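 active = plate Z-score above 3 for both tubulin-high and condensed-nucleus cell shares, with cell loss under 80%, at 10 µM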;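 note: anti alpha tubulin signal scored within the nucleus-defined area of each cell; some results filed as inactive read as strong as hits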
Autophagy HCS – modulators of autophagy. MEF GFP-LC3 puncta imaging; test concentration mostly 10 µM. AID 463193. calls only at 10 µM (by protocol). actives 0.98% (n = 190,000);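 active = percentage of spot-positive cells more than 3 SD above its plate mean, without a fluorescence outlier flag or 80% toxicity; inconclusive = no clear call, values can overlap the other calls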;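 note: spot-positive cell cutoff set from DMSO-treated cells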
Yfh1-off respiration – enhancers of respiration in Yfh1-depleted yeast, dose response, Friedreich's ataxia, plus single-dose screen (AID 1465); actives 0.074% (n = 220,000); fold induction at 50 µM, or EC50 in µM where a hit was titrated; S. cerevisiae Yfh1-off respiration, WST-1 reduction, 72 h; higher fold induction means a stronger effect;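 active = fold induction of absorbance versus untreated yeast above a set limit, then at least 30% activation at any dose in follow-up; inconclusive = repeats straddling the limit, or above it without dose testing; inactive = fold induction below the set limit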;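 note: activators that raise dye reduction in frataxin-depleted yeast; strong numbers were not always called active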
AID2073 – inhibitors of Mint1-CaV2.2 protein interaction, biochemical, HTRF (AID 2073); HTRF protein-protein interaction, Mint1-CaV2.2; higher % means a stronger effect; inhibition, % at 20 µM, or IC50 in µM where a hit was titrated; actives 0.19% (n = 290,000); in the data active = inhibition mostly above about 51%, no sharp cut-off; inconclusive = no clear call, values can overlap the other calls; inactive = mostly below about 53%; note: some results filed as inactive read as strong as hits
WT yeast gro inh – growth inhibition of WT yeast, mitochondrial fusion screen. actives 2.1% (n = 190,000). inhibition, % at 10 µM. mitochondrial fusion phenotypic screen, WT strain. AID 1362; in the data active = inhibition above about 58%; tested in S. cerevisiae
Dynein cargo inh – blocks dynein driven cargo transport along microtubules. 3617.4 mouse cells, GR-EGFP nuclear translocation imaging; test concentration mostly 20 µM; stimulated with dexamethasone, 1 µM; active compounds read low. AID 1381. z-score, hits read low. actives 0.47% (n = 220,000);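 active = plate z-score of nuclear minus cytoplasmic receptor signal below a set negative limit, without overly bright fluorescence or cell loss, cut at about -3.5 in these data, passing the limit was not always enough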;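 note: z-score of nuclear minus cytoplasmic ring GR-EGFP intensity difference per well; some compounds called inactive have numbers as strong as hits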
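Buffer or medium: tet-free medium with charcoal-stripped serum / Also added: dexamethasone agonist, 1.0 µM final, for 30 min / Timing: induction 48 h, compound 1 h, agonist 30 min / Measured by: high-content fluorescence imaging after fixation / Read-out: nuclear-to-cytoplasmic GR-EGFP distribution per well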
b-catenin transl – alters nuclear translocation of beta-catenin in HeLa cells; immunofluorescence imaging; nuclear translocation activity, % at 5 µM; actives 0.3% (n = 190,000); AID 1665;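 active = nuclear translocation activity above 50% at 5 µM, with a well cell count of 50 or more; inconclusive = wells under 50 cells across six images, flagged as toxic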;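 note: per-cell ratio of nuclear to cytoplasmic median beta-catenin stain intensity; plate controls were DMSO negative control for no effect and GSK-3 inhibitor IX positive control for full effect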
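Test system: human HeLa cell line; Doses: 5 µM primary, 0.02–20 µM confirmation; Incubation: 24 h compound exposure, 37°C; Detection: beta-catenin immunofluorescence imaging with DAPI; Read-out: beta-catenin nuclear/cytoplasmic ratio, % activation.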
HIV fusion peptide – cell-free HIV fusion peptide-binding blockers – biochemical, uHTS, fluorescence dequenching, primary screen (AID 1986) | cell-free peptide binding, fluorescence dequenching, 30 min; higher % means a stronger effect | inhibition, % at 20 µM; hits with a dose series show IC50 in µM | actives 0.3% (n = 290,000); in the data active = inhibition mostly above about 52%, no sharp cut-off; inactive = mostly below about 76%; note: some results filed as inactive read as strong as hits
WT yeast gro inh mutant strain – second read-out of WT yeast gro inh, no call of its own (marks repeat the call); inhibition, %; mitochondrial fusion phenotypic screen, mutant strain inhibition
Dynein cargo inh cytoplasmic EGFP – also measured in Dynein cargo inh; calls as there; z-score; measured here: cytoplasmic GR-EGFP intensity; active compounds read high
Dynein cargo inh nuclear GR-EGFP – second read-out of Dynein cargo inh, no call of its own (marks repeat the call); z-score; measured here: nuclear GR-EGFP intensity;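 lower value marks the stronger effect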
Dynein cargo inh cell count – further read-out of Dynein cargo inh, marked with its call; z-score; measured here: cell count per field
Ins promoter up cell count – further read-out of Ins promoter up, marked with its call; cell count; measured here: cytotoxicity, nuclei count;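 total cells summed across four imaged fields per well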
b-catenin transl cell count 5 µM – recorded beside b-catenin transl, whose call it bears; cell count; measured here: cell count, cytotoxicity flag
MT stabilize HCS Hoechst-high % – further read-out of MT stabilize HCS, marked with its call; % Hoechst-high responders; measured here: nuclear condensation Hoechst responders;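 share of cells brighter than vehicle mean plus two SD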
MT stabilize HCS cytotoxicity % – also measured in MT stabilize HCS; calls as there; toxicity, %; measured here: cytotoxicity by cell density;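 0% = mean cell density of plate MIN control wells and 100% = no cells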
Autophagy HCS cell loss 18 h – second read-out of Autophagy HCS, no call of its own (marks repeat the call); toxicity, %; measured here: cell loss, nuclei count;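 cell loss after 18 h compound exposure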
Numbers without * were called inactive; i = inactive; ? = inconclusive; . = not tested or not shown.

SMILES	Ins promoter up	Ins promoter up cell count	MT stabilize HCS	MT stabilize HCS Hoechst-high %	MT stabilize HCS cytotoxicity %	Autophagy HCS	Autophagy HCS cell loss 18 h	Yfh1-off respiration	AID2073	WT yeast gro inh	WT yeast gro inh mutant strain	Dynein cargo inh	Dynein cargo inh cytoplasmic EGFP	Dynein cargo inh nuclear GR-EGFP	Dynein cargo inh cell count	b-catenin transl	b-catenin transl cell count 5 µM	HIV fusion peptide
O=C1CSC(c2cn(-c3ccccc3)nc2-c2cc3ccccc3oc2=O)N1Cc1ccccc1 (stereo not drawn)	.	.	31*	5.8*	56*	i	14	i	28%	2	8	-0.76	0.17	-0.34	-0.058	.	.	-2.4%
CSc1nnc(NC(=O)c2cc3ccccc3oc2=O)s1	-1.4	887	2.1	3.1	9.7	i	1	i	3%	4	2	-1.3	-0.091	-0.45	0.86	.	.	0.8%
NC(=O)CN1C(=O)/C(=c2\sc3nc(=O)c(Cc4ccccc4)nn3c2=O)c2ccccc21	0.12	1035	.	.	.	.	.	i	8%	.	.	0.42	-0.22	0.31	-0.51	0.9	1321	0.2%
CC1CCN(c2ccc([N+](=O)[O-])cn2)CC1	0.49	1590	3.0	2.6	6.6	i	4	i	-5%	4	-8	1.9	1.7	1.7	-0.85	-1.8	1075	1.2%
CCN(CC)c1ccc(C2NCC(c3ccc([N+](=O)[O-])cc3)O2)cc1 (stereo not drawn)	.	.	2.5	2.1	4.9	i	36	i	46%	-7	-1	-0.44	-0.002	-0.5	1.3	4.5	457	-1.0%
Cc1ccc(S(=O)(=O)N2CCN(C(=O)c3ccc([N+](=O)[O-])cc3)C2)cc1	0.14	1346	2.3	3.0	5.7	i	10	i	-2%	-1	-2	-0.8	-0.28	-0.69	2.5	-2.4	1089	2.4%
CCOC(=O)N1CCN(Cc2nc(Cc3cccc(C(F)(F)F)c3)no2)CC1	-0.54	1513	3.0	1.6	4.9	i	8	i	5%	-1	2	0.043	-0.28	-0.032	0.23	2.8	981	0.5%
O=c1c2ccccc2nc(-c2ccc([N+](=O)[O-])cc2)n1O	-1.1	1178	1.4	1.5	0.3	i	4	i	2%	18	19	0.57	-0.17	1.2	-1.8	2.4	1037	-0.3%
O=S(=O)(c1ccc(Nc2ccc3c(c2)OCO3)nc1)N1CCOCC1	-1.4	1225	2.5	2.0	6.0	i	-38	i	-3%	18	-4	-0.37	-0.031	-0.22	0.39	-2.3	813	-1.4%
CS(=O)(=O)N1CCc2cc(S(=O)(=O)N3CCN(Cc4ccc5c(c4)OCO5)CC3)ccc21	0.03	1226	4.0	2.2	2.8	i	0	i	-1%	-17	-38	-0.31	-0.12	-0.19	0.47	5.4	1120	-2.5%
O=C(CSCCN1C(=O)c2ccccc2C1=O)Nc1ccc2ccccc2c1	-0.14	1526	2.6	1.4	1.8	i	-2	i	1%	-8	7	0.065	-0.22	0.13	0.58	-1.6	1144	0.7%
O=C(O)Cc1ccc(NS(=O)(=O)c2ccccc2Cl)cc1	0.33	1617	7.0	1.9	9.3	i	-3	i	-5%	12	-8	-0.15	-0.23	-0.05	0.58	0.8	1030	-2.5%
Cc1ccc(-c2nc(C(Cl)Cl)c3ccccc3n2)cc1	?	.	.	.	.	.	.	i	-3%	.	.	-0.054	-0.2	0.4	-0.23	3.7	981	-0.1%
COc1cccc(CC(NC(C)=O)C(=O)NC2CCN(c3c(Cc4ccccc4)c(C)nc4ncnn34)CC2)c1OC (stereo not drawn)	.	.	2.0	1.7	8.9	i	-4	i	7%	-16	1	0.34	-0.21	0.23	0.48	2.1	993	2.5%
COc1ccccc1NC(=O)CN(Cc1ccco1)C(=O)c1ccc(=O)[nH]c1	0.53	1098	.	.	.	.	.	i	-1%	.	.	1.4	0.68	0.88	-0.34	0.1	1293	-1.5%
CCOc1c(CNCc2ccc(C(=O)O)cc2)cccc1OC	0.15	1486	1.9	1.5	3.6	i	11	i	-4%	2	10	0.28	-0.22	0.29	0.32	-2.3	1074	0.9%
Cc1nnc(SCC(=O)Nc2ncc3c(n2)CC(C)(C)CC3=O)s1	1.8	1047	2.7	1.4	4.2	i	-4	i	-2%	11	12	1.3	0.032	0.88	-1.2	4.4	1165	0.9%
CN1C(=O)N(C)C2(C)CC1(C)N(C)C(=O)N2C	-0.1	1085	.	.	.	.	.	i	-2%	.	.	0.63	-0.27	0.47	0.039	0.7	1323	-0.2%
O=C(Cn1c(=O)oc2cc(S(=O)(=O)N3CCc4ccccc43)ccc21)N1CCCCC1	0.55	974	2.0	3.0	9.8	i	0	i	22%	-7	-2	-0.64	-0.22	-0.37	0.25	-0.9	1119	3.9%
CCCN(CCC)C(=O)CC(c1ccccc1)c1ccc(C)cc1O (stereo not drawn)	0.69	764	1.8	1.2	5.3	i	1	i	0%	35	-15	0.99	-0.28	0.098	0.017	.	.	-2.3%
O=C(Nc1ccon1)c1cc2ccccc2oc1=O	0	766	1.1	0.6	6.7	i	-5	i	2%	0	-3	0.79	-0.23	1.1	0.45	-0.7	1146	-0.6%
CCOc1ccc(N(Cc2cc3ccc(C)cc3[nH]c2=O)C(=O)COC)cc1	-0.81	1177	3.6	2.4	12	i	-12	i	3%	16	4	-0.032	-0.21	0.15	-0.058	-3.1	682	0.6%
O=C(Nc1nc2ccccc2n1CCN1CCCCC1)c1ccc(Cl)cc1	.	.	2.7	2.2	4.3	i	1	.	10%	-13	1	-0.52	-0.2	-0.16	0.82	-12	1183	1.0%
Cc1c(NC(=O)c2cc3nc(-c4ccc(Cl)cc4)cc(C(F)(F)F)n3n2)c(=O)n(-c2ccccc2)n1C	-0.7	900	2.1	2.4	2.4	i	-4	i	6%	-8	-13	-0.41	-0.17	-0.15	-0.32	-1.2	1188	-1.6%
O=S(=O)(c1ccc2ccccc2c1)N1CCN(C2Cc3ccccc3C2)CC1	.	.	5.4	1.7	9.6	i	-40	i	9%	-6	6	-0.53	-0.19	-0.35	0.19	0.9	847	3.5%
Later entries:
SMILES	Ins promoter up	Ins promoter up cell count	MT stabilize HCS	MT stabilize HCS Hoechst-high %	MT stabilize HCS cytotoxicity %	Autophagy HCS	Autophagy HCS cell loss 18 h	Yfh1-off respiration	AID2073	WT yeast gro inh	WT yeast gro inh mutant strain	Dynein cargo inh	Dynein cargo inh cytoplasmic EGFP	Dynein cargo inh nuclear GR-EGFP	Dynein cargo inh cell count	b-catenin transl	b-catenin transl cell count 5 µM	HIV fusion peptide
C=CCn1cnc2c(c1=O)c1nc3ccccc3nc1n2/N=C/c1ccccn1	0.05	1272	.	.	.	.	.	.	12%	.	.	.	.	.	.	-7.6	981	0.7%
O=C(Cn1ccc([N+](=O)[O-])n1)NCc1ccco1	-0.57	1513	2.9	2.2	6.7	i	-16	i	-4%	2	9	0.82	-0.2	1	-0.023	2.4	1350	2.5%
Cn1c(=O)c2c(nc(OCc3cccnc3)n2Cc2ccccc2)n(C)c1=O	0.36	1213	2.7	1.3	6.5	i	-4	i	?	3	-24	-1.3	-0.08	-0.65	-0.68	0.8	992	-0.7%
CC(OC(=O)c1cc2c(s1)CCCCC2)C(=O)NC(N)=O (stereo not drawn)	0.56	1440	5.4	1.2	9.2	i	3	i	1%	10	3	2.3	-0.1	1.2	-1.4	-0.7	1082	-2.9%
Cc1nn2cc(-c3ncc(C(F)(F)F)cc3Cl)cnc2c1Br	-0.19	1241	2.3	2.9	5.3	i	3	i	15%	-1	16	-0.09	-0.35	-0.013	0.39	0.7	1093	-0.9%
CCOC(=O)C1CCN(C(=O)COC(=O)c2ccc3c(c2)C(=O)N(c2ccc(OCC)cc2)C3=O)CC1	0.37	1157	2.9	1.8	6.2	i	14	i	10%	-4	-12	0.72	-0.16	-0.029	-0.69	0.4	990	-0.7%
Cc1cc(C)c2c3c(sc2n1)C(c1cccc(F)c1)C(C#N)=C(N)O3 (stereo not drawn)	-0.41	971	2.7	3.7	7.2	i	-4	i	-3%	10	12	-0.44	-0.052	-0.22	-0.032	-2.0	1214	6.8%
COc1ccc2cc(C(=O)C3CCCN(C(=O)c4cc5nc(C)cc(C)n5n4)C3)ccc2c1 (stereo not drawn)	0.23	1436	4.1	2.5	6.6	i	-22	i	15%	-6	6	-0.88	-0.26	-0.28	0.63	-0.9	958	0.9%
CC(C)(CNC(=O)c1sc2cc(F)ccc2c1Cl)N1CCOCC1	.	.	1.9	2.6	3.3	i	-11	i	?	-7	-8	-0.029	-0.29	-0.15	-0.2	0.1	834	-1.3%
CCOc1ccc(C(=O)Nc2cccc3ncccc23)cc1Br	0.6	1433	4.1	2.7	2.2	i	-5	i	-13%	6	11	0.79	-0.22	1.2	-1.8	0.1	848	-2.9%
Cc1cc(-c2[nH]nc3c2C(c2ccc(Cl)cc2)C(C#N)=C(N)O3)c(C)s1 (stereo not drawn)	.	.	3.2	2.1	7.2	i	-8	i	-5%	-2	5	-1.3	-0.09	-0.6	-1.3	-2.1	1198	6.4%
Cc1ccc(-c2nc(N)c3c(-c4ccc(C)cc4)nn(C(C)(C)C)c3n2)cc1	-0.1	1500	1.2	1.2	9.7	i	-23	i	18%	-11	-28	0.7	-0.1	0.64	-0.19	2.0	897	1.7%

2 compounds from above, showing only MT stabilize HCS and b-catenin transl.
Compound | MT stabilize HCS | b-catenin transl
CCOc1ccc(C(=O)Nc2cccc3ncccc23)cc1Br | 4.1 | 0.1
COc1ccc2cc(C(=O)C3CCCN(C(=O)c4cc5nc(C)cc(C)n5n4)C3)ccc2c1 (stereo not drawn) | 4.1 | -0.9
